# From PubChem BioAssay
# thrombin 1536 = human alpha-thrombin inhibitors, primary screen, counter-screen for coagulation protease inhibitor project, biochemical, 1536-well, fluorogenic AMC substrate; Boc-VPR-AMC fluorogenic substrate cleavage; inhibition, % at 5 µM; 220,000 compounds, 0.26% hits;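 active means inhibition at or above 40%; inactive means inhibition below 40%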;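 further: 0% = enzyme with no compound and 100% = wells without enzyme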
#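 System – human alpha-thrombin protein · Reagent – Boc-VPR-AMC substrate, 15 µM final · Compound – 5 µM single dose in 0.2% DMSO · Schedule – reaction at room temperature · Technique – AMC fluorescence at 355 nm excitation and 460 nm emission · Read-out basis – % inhibition relative to enzyme controls and enzyme-free blanks · Control set – no-compound enzyme wells and no-enzyme blanks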
# Rad51 HR inh = human RAD51 strand exchange inhibitors, primary screen, biochemical, fluorescence | DNA repair protein RAD51 homolog 1 (Homo sapiens), Q06609 | hRad51 DNA strand exchange, fluorescence dequenching | inhibition, % at 10 µM | 200,000 compounds, 0.085% hits;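 active means inhibition above 40% at the single screening dose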;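 further: 0% = DMSO control wells and 100% = blanks with heterologous ssDNA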
#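 Test system: preformed human Rad51 ssDNA filaments; also added: Donor/quencher-labelled 47-bp dsDNA substrate; doses: 10 µM final, single point; times: 37 °C 15-min filament assembly, 30-min compound preincubation, 15-min exchange; detection: FRET fluorescence dequenching, excitation 485 nm, emission 520 nm; read-out basis: Fluorescence-based percent inhibition, control- and blank-normalised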
# Cl transport mod = KCC2 cotransporter modulators, thallium flux, primary screen, cell-based, HEK293 KCC2, FluoZin-2 fluorescence, MLSMR | KCC2 cells, thallium flux FluoZin-2 fluorescence | AID 1456, 2008 | Solute carrier family 12 member 5 (Homo sapiens), Q9H2X9 | B-score of Tl+ flux slope (higher = more flux/activation; lower = inhibition) at 10 µM | 190,000 compounds, 2.2% hits;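 active means thallium flux slope and its plate-corrected score both differing from the plate sample mean at a set confidence after two filtering rounds, in either direction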;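 further: slope of fluorescence scaled to starting intensity during 10 to 20 s after thallium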
# Target sequence (Q9H2X9 whole entry, looked up): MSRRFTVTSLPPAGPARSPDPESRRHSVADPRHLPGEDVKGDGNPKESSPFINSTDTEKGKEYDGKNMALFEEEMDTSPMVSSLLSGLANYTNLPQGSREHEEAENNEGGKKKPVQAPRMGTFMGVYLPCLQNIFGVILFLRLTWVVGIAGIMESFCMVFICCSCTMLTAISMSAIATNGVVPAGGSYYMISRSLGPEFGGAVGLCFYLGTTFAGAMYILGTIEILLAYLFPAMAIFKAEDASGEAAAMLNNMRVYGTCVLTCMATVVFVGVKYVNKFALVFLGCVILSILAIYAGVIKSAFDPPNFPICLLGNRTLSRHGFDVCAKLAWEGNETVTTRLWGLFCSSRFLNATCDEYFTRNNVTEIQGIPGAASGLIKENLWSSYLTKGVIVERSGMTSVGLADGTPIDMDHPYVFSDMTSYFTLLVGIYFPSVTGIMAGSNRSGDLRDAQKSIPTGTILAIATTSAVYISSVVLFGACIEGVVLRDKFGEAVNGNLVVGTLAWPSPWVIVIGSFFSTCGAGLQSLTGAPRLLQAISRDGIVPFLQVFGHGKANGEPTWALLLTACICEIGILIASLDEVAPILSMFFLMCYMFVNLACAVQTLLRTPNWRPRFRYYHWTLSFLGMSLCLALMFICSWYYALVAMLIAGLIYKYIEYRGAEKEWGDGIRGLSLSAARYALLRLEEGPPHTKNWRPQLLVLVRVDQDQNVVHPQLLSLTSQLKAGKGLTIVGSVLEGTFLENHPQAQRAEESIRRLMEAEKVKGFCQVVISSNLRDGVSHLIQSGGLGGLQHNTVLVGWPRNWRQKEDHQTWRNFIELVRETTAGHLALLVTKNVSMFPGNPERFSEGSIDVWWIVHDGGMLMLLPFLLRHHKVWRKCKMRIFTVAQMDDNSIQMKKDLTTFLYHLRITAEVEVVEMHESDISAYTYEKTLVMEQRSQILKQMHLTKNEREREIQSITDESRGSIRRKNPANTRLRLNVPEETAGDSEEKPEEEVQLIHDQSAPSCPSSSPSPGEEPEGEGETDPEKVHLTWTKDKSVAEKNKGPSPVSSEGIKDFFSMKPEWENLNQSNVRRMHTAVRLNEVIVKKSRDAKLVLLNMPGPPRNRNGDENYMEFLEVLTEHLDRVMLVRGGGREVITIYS
# eIF4E-4G inh = eIF4E–eIF4G protein interaction inhibitors, primary screen, biochemical, uHTS, TR-FRET, eIF4GI fragment. Eukaryotic translation initiation factor 4E (Mus musculus) + Eukaryotic translation …. 220,000 compounds, 0.37% hits. AID 782, 2007. TR-FRET eIF4E-eIF4GI(517-606) binding, 2 h. inhibition, % at 21.7 µM;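 further: 0% = full FRET control wells and 100% = background wells lacking eIF4GI fragment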
# EBV gp42 inh = Epstein-Barr virus gp42 inhibitors, primary screen, biochemical, uHTS, fluorescence polarization; Fluorescence polarization binding assay, mP read-out; inhibition, % (tested at 21.74 µM); 220,000 compounds, 0.42% hits; AID 1085, 2008; in the data active means inhibition above about 50%
# hK5 inh = human KLK5 protease inhibitors, primary screen, biochemical, 1536-well; inhibition, % at 5 µM; recombinant hK5, fluorogenic AMC substrate cleavage; 210,000 compounds, 0.59% hits; AID 873, 2007;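 active means inhibition of 40% or more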;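 further: 0% = enzyme controls without compound and 100% = no-enzyme blanks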
# Furin inh = human furin inhibitors, primary screen, biochemical, fluorescence intensity | P09958 | purified furin, fluorogenic substrate cleavage | 220,000 compounds, 0.061% hits | inhibition, % at 30 µM; in the data active means inhibition above about 25%; further: inactives centre near -15
# 14-3-3 Bad inh = inhibitors of 14-3-3 zeta/Bad binding, primary screen, biochemical, TR-FRET, bovine 14-3-3 zeta | 14-3-3 protein zeta/delta (Bos taurus), P63103 | TR-FRET 14-3-3zeta/Dy647-pBad peptide displacement, 1 h | inhibition, % at 21.7 µM | 220,000 compounds, 0.71% hits | AID 781, 2007;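 active means inhibition above about 70%, limit read from the data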;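 further: 0% = full 14-3-3 plus peptide FRET controls and 100% = background without 14-3-3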
# NCF1 inh = p47phox/p22phox peptide binding inhibitors, primary screen, biochemical, uHTS, NADPH oxidase regulatory subunit | Neutrophil cytosol factor 1 (Homo sapiens), P14598 | fluorescence polarization, 2 h | inhibition, % at 24.7 µM | 220,000 compounds, 0.53% hits;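 further: 0% = p47phox with labelled peptide and 100% = labelled peptide alone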
# * = called active by the depositor; . = no result given; [ ] = remark or other dose.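 How the source made its calls, unless noted: active means inhibition above about 30% (limit read from the data); inactive means the rest.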
SMILES	EBV gp42 inh	thrombin 1536	Cl transport mod	Furin inh	Rad51 HR inh	eIF4E-4G inh	hK5 inh	NCF1 inh	14-3-3 Bad inh
O=[N+]([O-])c1ccccc1/C=N/n1c(COc2ccccc2)n[nH]c1=S	0	4	24*	-14	.	13[fluorescence artefact?]	-13	-11	-12
O=C(CCn1c(=O)sc2ccccc21)NCc1ccco1	-23	1	0.64	-24[20 µM]	-3	0	0	-4	11[fluorescence artefact?]
CS(=O)(=O)N(CCc1ccccc1)CC(N)=O	0	3	0.71	-20[20 µM]	-3	6	-1	-8	-4
COc1ccccc1C1NC(=O)NC(C)=C1C(=O)OC1CCCCC1 (stereo not drawn)	-7	1	0.0059	-13	-8	1	-3	-12	5[fluorescence artefact?]
Cc1ccc(S(=O)(=O)N(C)C)cc1NC(=O)C1CCCCC1	-6	-9	.	-13	14	0	-3	6	3
COc1ccc(N(CC(=O)NCc2cccs2)S(=O)(=O)c2cccnc2)cc1	-14	-2	0.53	-2	-1	-1	-20	-6	-3
CCCCOC(=O)Cn1c(=O)c2c(nc3n2CCCCN3c2ccc(C)cc2)n(C)c1=O	-1	2	-1.5	-1	1	5	-4	-20	-8
CCS(=O)(=O)N1CCN(c2ccc([N+](=O)[O-])c(NCc3cccnc3)c2)CC1	15	-4	-1.2	-3	19	0	-1	-3	-4
COc1ccc(CN2C(=O)CN=C2Nc2cc(C)ccc2C)cc1	-5	2	1	-22[20 µM]	-4	4	-8	-7	65
CC(=O)Nc1ccc(C(=O)OC2CCOC2=O)cc1 (stereo not drawn)	-30	-7	0.018	-2	-8	-5	-14	-2	-11[fluorescence artefact?]
Cc1cccc(NCC(=O)N/N=C\c2ccccn2)c1	-2	2	0.68	-33	23	1	-1	-8	-29
COc1cc(NC(=O)Cc2ccc([N+](=O)[O-])cc2)c(C(=O)O)cc1OC	18	-11	0.033	-8	-12	0[fluorescence artefact?]	-23	3	-13
CCc1nc2ccccc2n1CCc1ccccc1	-10	0	-1.2	-21	1	5	-17	-4	18
CCOC(=O)c1c(CN2CCCCC2C)oc2ccc(OC)cc12 (stereo not drawn)	-14	2	-0.12	-27	6	-19	0	-14	53
CCc1c(C)sc(NC(=O)OC)c1C(=O)N1CCCCC1	38	1	-0.65	-11[20 µM]	.	-9[fluorescence artefact?]	-6	37*	-1
CC(C)CNC(=O)c1ccccc1SCC(=O)NC12CC3CC(CC(C3)C1)C2	-20	-7	-0.092	-22	-8	-4	3	-23	14
Cc1ccc(N(CCC#N)C(=O)CN2C(=O)NC(Cc3ccccc3)C2=O)cc1 (stereo not drawn)	-2	-11	0.19	-23	0	-5	-5	-6	-6
COc1cccc(NCCC(=O)c2cccc([N+](=O)[O-])c2)c1	-7	1	0.72	-12	.	-3	.	-13	-4
Cc1ccc(C(=O)NNC(=S)NC(=O)c2ccc(Cl)cc2)cc1	-12	-3	.	-17[20 µM]	.	-13	-305	-17	-4
Cc1ccnc(N2C(=O)OC(C)(C)C2(C)O)c1 (stereo not drawn)	-8	-3	-0.14	-13	-4	0	0	-13	-1
C=CCn1c(=O)c2c3c(sc2n2c(Nc4ccc(OC)cc4)nnc12)CCCC3	-3	0	-0.74	-25[20 µM]	0	9	-17	-7	2
N#C/C(=C\c1ccc(N2CCOCC2)o1)C(=O)NC1CCCCC1	-251	-2	-4.4	16	-471	-4	2	-13	-10
CCOC(=O)/C(N=Nc1ccc(C(=O)O)cc1[N+](=O)[O-])=C(\C)O	-5	-6	-0.15	-16	1	3	1	7	-7
COCCn1c(N)c(N(Cc2ccccc2)C(=O)c2ccc3ccccc3c2)c(=O)[nH]c1=O	-6	-4	.	-13	1	0	6	-5	1
O=C1CCCC(=O)C1=C1SCCS1	-5	0	0.44	-6	7	3	13	-6	-6
O=C(Cn1c2ccc(F)cc2c2nc3n(c(=O)c21)CCS3)Nc1ccc(Cl)cc1F	-42	.	0.49	-20	-13	8	-3	-79	25
CCOCCN(C(=O)c1ccccc1Cl)c1cccc(C)c1C	-13	7	-1.6	-13	-3	-1	1	-6	-2
COc1ccc(-c2cc(C(=O)N3CCN(c4ccccc4)CC3)no2)cc1OC	-3	-4	.	-31[20 µM]	-2	3	1	-7	3
CSc1ccccc1NC(=O)Cn1nc([N+](=O)[O-])c(Cl)c1C	-21	3	0.12	-37	32	2	2	10	-11
Cc1cc(C)cc(N(C(=O)CCC(=O)Nc2cc(C)on2)C(C(=O)NC2CCCC2)c2ccco2)c1 (stereo not drawn)	-23	0	0.42	-8	8	-4	-1	0	-4
O=C1/C(=C/c2ccccc2)SC(=S)N1N1C(=O)C2CC2C1=O (stereo not drawn)	-4	-3	-0.9	-18	0	-3	10	4	-11
CCC(=O)NNC(=O)c1c(O)c2ccccc2[nH]c1=O	-17	.	0.11	-8	-4	-1	-6	-6	-20
CCCn1c(N2CCN(C(=O)Nc3ccc(Cl)cc3)CC2)nc2ccccc21	-10	-7	-0.92	-10	1	2	2	-4	0
O=C(CSc1nc2sc3c(c2c(=O)[nH]1)CCC3)NCCO	-5	-4	0.48	-9	12	2	3	-7	9
CCN1C(=O)c2n[nH]c(C(=O)OC)c2C1=O	-1	14	-0.49	-22	-5	5[fluorescence artefact?]	90*	-16	11
Cc1c(/C=N\NC(=O)c2c[nH]c3ccccc23)cnn1C	-10	-2	0.081	-34	0	-5	3	-6	-1
Cc1ccc(Sc2nc([N+](=O)[O-])nn2C)cc1	-16	-5	-0.14	-12	-4	4[fluorescence artefact?]	-9	-16	-5[fluorescence artefact?]
CCOc1cc(/C=C2\C(=O)N(CCC#N)N=C2C)ccc1OCC(N)=O	-4	-4	0.14	-19	12	-3	-1	0	-11
CCN(CC)CCOCCOc1ccc(Cl)c2ccccc12	4	40	0.39	-4	14	-2	18	-13	15
COc1ccc(OC)c(NC(=O)COC(=O)c2nc(Cl)ccc2Cl)c1	-9	-3	-1.2	-16	-4	2	-4	1	-9
O=C(CCCSc1nnc(SCCCC(=O)c2ccc(F)cc2)s1)c1ccc(F)cc1	-9	3	.	2[20 µM]	-2	-9	-1	-10	-2
CCCCCOC(=O)Nc1ccc(S(=O)(=O)Nc2cccc([N+](=O)[O-])c2)cc1	-6	1	1.4	-3	0	7[fluorescence artefact?]	-19	-6	-16
CCCc1ccc(OCc2nc(-c3ccc(NC(=O)c4ccco4)cc3)no2)cc1	-42	5	0.11	-22	-9	-3	-18	-36	22[fluorescence artefact?]
CC1CCc2c(C(=O)Nc3nccs3)csc2C1 (stereo not drawn)	-2	4	.	-9[20 µM]	0	-1	7	8	-17
Cc1ccc(N/N=C/c2ccc(N3CCOCC3)cc2)cc1C	-25	0	.	-20[20 µM]	1	1	0	-9	-10
CCCCNc1nc2ccccc2nc1NS(=O)(=O)c1cccs1	-12	4	0.015	-11	-1	.	2	-2	.
Cn1cc([N+](=O)[O-])c(C(=O)NCc2cc3cc(Cl)ccc3[nH]2)n1	-8	14	0.63	-13	21	-4	3	-6	-2
Cc1cc(C(=O)NN)c(C)o1	-3	-7	0.79	-22	5	3	-1	-4	-9
COc1ccc(C=O)cc1COc1ccc(Cl)cc1[N+](=O)[O-]	4	-3	-0.4	-17	2	-1	6	-3	4
CCn1nnnc1SCC(=O)Nc1ccc(OC)cc1	0	0	-0.59	-20[20 µM]	9	1	-9	-5	-6

# (more compounds)
SMILES	EBV gp42 inh	thrombin 1536	Cl transport mod	Furin inh	Rad51 HR inh	eIF4E-4G inh	hK5 inh	NCF1 inh	14-3-3 Bad inh
NC(=O)Cn1c(=O)n(CCCC(=O)NC2CCN(Cc3ccccc3)CC2)c(=O)c2ccccc21	-18	-5	-0.034	-31[20 µM]	-2	2	-8	-6	-11
Clc1ccccc1-c1ncc2ccccn12	-11	0	-0.037	-21	9	8	-4	-7	26
Cc1ccc(S(=O)(=O)N2CCCCC2)cc1C(=O)Nc1ccc(S(=O)(=O)Nc2ncccn2)cc1	-5	-1	.	4	-11	10	-1	-2	11
NC(=O)C[C@@H]1NC(=O)c2cc([N+](=O)[O-])cc(F)c2NCCCC[C@@H](C(N)=O)NC(=O)[C@H](CO)NC1=O	-2	3	1.2	2	-4	2	-2	-4	-3
NS(=O)(=O)c1ccc(CCNC(=O)c2ccc(Cn3c(=O)[nH]c4ccccc4c3=O)cc2)cc1	0	0	0.41	-18	8	-1	-2	-2	4
CC(=O)c1c(C)[nH]c(C(=O)OCc2nnc(-c3ccccc3)o2)c1C	-3	6	-0.7	-14[20 µM]	-4	-6	-15	2	1[fluorescence artefact?]
O=C(CSc1nnnn1-c1ccc2c(c1)OCCO2)c1cccc2c1OCCO2	-13	12	.	-9	-5	-1[fluorescence artefact?]	24	-30	-18[fluorescence artefact?]
COC(=O)CSc1nnc(CNC(=O)c2ccco2)n1-c1ccc(F)cc1	-118	-1	0.83	-29	-2	3	2	-7	10
CCN(CC)CCCNc1nc2ccccc2[nH]1	4	-2	.	-31	3	-2	-2	-4	61
O=C(NC(N1CCOCC1)C(Cl)(Cl)Cl)c1ccccc1Cl (stereo not drawn)	-4	-1	0.0044	-21	1	2	11	-1	-8
CCCCCNC(=O)CCc1ccccc1	-27	4	.	-19[20 µM]	3	6	-2	5	2
COc1cc(OC)cc(-c2cc3nc(C)c(CCC(=O)Nc4nc(C)cs4)c(C)n3n2)c1	-13	-1	-0.066	-15	.	0	-15	-7	-4
Cc1cc(C(=O)COC(=O)[C@H](C)NC(=O)c2ccco2)c(C)n1Cc1ccco1	-2	-4	-0.077	-10	11	1	-4	3	-13
CCOC(=O)c1ccc(NC(=O)c2nccnc2C(=O)O)cc1	-9	-8	0.15	-1	5	-2	-14	13	0
CC(C)Nc1nnc(SC(C)C(=O)Nc2ccc(Cl)cn2)s1 (stereo not drawn)	-13	-2	-0.63	-23	6	2	3	-3	-18

# Three entries already listed, ordered by SMILES length, highest first.
SMILES	EBV gp42 inh	thrombin 1536	Cl transport mod	Furin inh	Rad51 HR inh	eIF4E-4G inh	hK5 inh	NCF1 inh	14-3-3 Bad inh
O=C(Cn1c2ccc(F)cc2c2nc3n(c(=O)c21)CCS3)Nc1ccc(Cl)cc1F	-42	.	0.49	-20	-13	8	-3	-79	25
COC(=O)CSc1nnc(CNC(=O)c2ccco2)n1-c1ccc(F)cc1	-118	-1	0.83	-29	-2	3	2	-7	10
CCOC(=O)c1ccc(NC(=O)c2nccnc2C(=O)O)cc1	-9	-8	0.15	-1	5	-2	-14	13	0

# Compounds as they come, and some 4.7% of all compounds hit somewhere here.
